RPL19A TOR yeast: RPL19A-GFP expression modulators in yeast, primary screen, cell-based, S. cerevisiae, multiplex flow cytometry, MLPCN | S. cerevisiae RPL19A-GFP strain, 3 h; hits give low values | percent response vs DMSO, % at 10 µM | 0.3% of 330,000 active | AID 2025, 2009;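 active = percent response vs DMSO below 50%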;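 also: median channel GFP fluorescence of the barcoded RPL19A-GFP strain; ratio of sample median GFP to plate DMSO average so 100% = DMSO; lower means less RPL19A-GFP as with rapamycin TOR inhibition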
JMJD2C inh: inhibitors of GASC-1 histone demethylase, primary screen, biochemical, fluorescence, DELFIA europium; Lysine-specific demethylase 4C (Homo sapiens), Q9H3R0; GST-JMJD2C(1-420) H3K9me3 demethylation; inhibition, % at 2.35 µM; 0.069% of 330,000 active;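 active = more than half of a compound's replicate wells show inhibition beyond 50%, single wells judged on their own value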;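 also: signal counts dimethyl H3K9 product captured on neutravidin plate; 0% = median of DMSO wells and 100% = 0.3 times that DMSO median; strong numbers were not always called active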
Target sequence (Q9H3R0 1-420 limits assumed): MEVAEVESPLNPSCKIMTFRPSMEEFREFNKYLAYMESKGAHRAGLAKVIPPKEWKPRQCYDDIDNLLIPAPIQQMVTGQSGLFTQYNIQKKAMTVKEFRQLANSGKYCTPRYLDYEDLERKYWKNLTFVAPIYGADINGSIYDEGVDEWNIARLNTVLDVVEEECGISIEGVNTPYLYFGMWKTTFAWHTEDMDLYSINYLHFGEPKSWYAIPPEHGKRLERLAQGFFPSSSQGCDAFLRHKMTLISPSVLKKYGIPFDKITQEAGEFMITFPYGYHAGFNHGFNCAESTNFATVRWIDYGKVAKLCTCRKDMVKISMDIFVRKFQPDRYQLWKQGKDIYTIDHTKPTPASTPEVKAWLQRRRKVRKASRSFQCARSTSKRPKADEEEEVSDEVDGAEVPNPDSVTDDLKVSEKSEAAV
VLA-4 inh: inhibition in human VLA-4 binding assay, primary screen, VLA-4 allosteric modulator project, MLPCN library, flow cytometry, VLA-4 expressing cells; Integrin alpha-4 (Homo sapiens), P13612; inhibition, % (about 7 µM as worked out from the volumes in the protocol); ligand binding flow cytometry; 0.2% of 330,000 active; AID 2557, 2010; in the data active = inhibition above about 50%
LAP4-GFP MLPCN: modulators of LAP4-GFP expression in yeast, primary screen, S. cerevisiae, multiplex flow cytometry, MLPCN library. GFP response vs DMSO, % at 10 µM. 0.34% of 320,000 active. 3 h; median GFP as percent of DMSO wells;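 active = GFP response vs DMSO above a set limit, about the screen mean plus 3 SD, cut at about 150% in these data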
AGP1-GFP MLPCN: modulators of AGP1-GFP expression in yeast TOR pathway, primary screen, cell-based, multiplex flow cytometry, S. cerevisiae, MLPCN library. 3 h; GFP as percent of DMSO wells. GFP response vs DMSO, % at 10 µM. 0.02% of 320,000 active. AID 2066, 2009;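 active = GFP response relative to DMSO above a set limit, near screen average plus 3 SD, cut at about 150% in these data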;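 also: median GFP channel fluorescence of the gated AGP1 strain per well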
GRK2 aptamer HTS: compounds blocking aptamer binding on GRK2 – biochemical, human GRK2, bead flow cytometry, HTS, primary screen; Beta-adrenergic receptor kinase 1 (Homo sapiens), P25098; FAM-aptamer displacement from GRK2; inhibition of aptamer binding, % at 10 µM; 0.59% of 330,000 active; AID 488847, 2010;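 active = inhibition of aptamer binding above 40%, roughly 3 SD of noise, on plates passing a quality check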;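 also: median bead fluorescence of bound FAM aptamer so fluorescent compounds give negative values; no value below 0 was filed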
MEP2-GFP yeast: modulators of MEP2-GFP levels in yeast, primary screen, S. cerevisiae, multiplex flow cytometry, MLPCN library; AID 2016, 2009; GFP response vs DMSO, % at 10 µM; S. cerevisiae MEP2-GFP strain, 3 h; 100% = DMSO control level; 0.51% of 330,000 active;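 active = GFP response versus DMSO above a set limit, roughly screen mean plus 3 SD, cut at about 180% in these data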;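 also: median GFP fluorescence of the barcode-gated MEP2-GFP cells per well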
CIT2-GFP yeast: modulators of CIT2-GFP expression in yeast, primary screen, S. cerevisiae, GFP fusion, multiplex flow cytometry, MLPCN library. S. cerevisiae CIT2-GFP strain, 3 h; 100 means same as DMSO wells. GFP response vs DMSO, % at 10 µM. 0.065% of 320,000 active. AID 2029, 2009;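 active = GFP response relative to DMSO above a set limit, near the screen mean plus 3 SD, cut at about 150% in these data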;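 also: ratio of well median GFP fluorescence to mean of DMSO wells on the plate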
Numbers without * were called inactive; nt = no result given.

SMILES | RPL19A TOR yeast | JMJD2C inh | VLA-4 inh | LAP4-GFP MLPCN | AGP1-GFP MLPCN | GRK2 aptamer HTS | MEP2-GFP yeast | CIT2-GFP yeast
CNc1nc(-c2ccc3c(c2)CCN3S(=O)(=O)c2ccccc2)c(C)s1 | 99 | 0 | -1 | 101 | 107 | 1 | 99 | 99
O=C(NC(=S)NNS(=O)(=O)c1ccccc1)c1ccccc1[N+](=O)[O-] | 99 | -6 | -11 | 92 | 96 | 0 | 90 | 92
C=CCNC(=O)C(=O)N/N=C/c1cccc(Br)c1 | 98 | -5 | 16 | 97 | 99 | 0 | 101 | 100
CCN(C(=S)NC(=O)CCc1ccccc1)c1ccccc1 | 105 | -5 | 0 | 92 | 99 | 1 | 106 | 103
CCOc1ccc(NS(=O)(=O)c2ccc(NC(=O)C3CC3)cc2)cc1 | 103 | -6 | 5 | 71 | 96 | 1 | 86 | 105
CSc1nnc(NC(=O)c2cc3ccccc3oc2=O)s1 | 104 | 16 | -10 | 96 | 97 | 5 | 102 | 100
C[C@H](NC(=O)c1ccco1)C(=O)Nc1cc(S(=O)(=O)N2CCCC2)ccc1OCC(F)(F)F | 85 | 9 | -3 | 81 | 84 | 0 | 83 | 81
CCCCn1c(N)c(N(CCOC)C(=O)c2cc(CC)c(C)s2)c(=O)[nH]c1=O | 95 | 3 | 0 | 120 | 105 | 1 | 99 | 73
CCN(CC)S(=O)(=O)c1ccc(OC)c(NC(=O)/C=C/c2ccco2)c1 | 113 | -11 | 21 | 98 | 96 | 0 | 109 | 105
O=C(NCCc1ccccc1)C(=O)c1cn(CC(=O)N2CCCC2)c2ccccc12 | 103 | -3 | 1 | 99 | 102 | 0 | 105 | 113
Cc1ccc(C)c(OCCCC(=O)Nc2ccccc2C(N)=O)c1 | 106 | 18 | 6 | 92 | 103 | 6 | 106 | 106
Cn1c(=O)[nH]c(=O)c2cc(C(=O)c3cc(F)ccc3O)cnc21 | 105 | -3 | -1 | 93 | 91 | 2 | 102 | 96
CCOC(=O)c1sc(=S)n(-c2cccc(C(F)(F)F)c2)c1SC | 100 | 19 | 5 | 91 | 100 | 4 | 105 | 99
COc1cccc(C(=O)Nc2ccc(C(F)(F)F)n(C)c2=O)c1 | 104 | -3 | 11 | 95 | 97 | 1 | 96 | 96
COc1cccc(CN2C(=O)CCC2(C)C(=O)NC2CCCCCC2)c1 (stereo unspecified) | 102 | -1 | 19 | 81 | 95 | 4 | 98 | 115
COc1ccc2c(c1OC)C(=O)OC2Nc1nc(-c2cc3cc(Br)ccc3oc2=O)cs1 (stereo unspecified) | 93 | 33 | -8 | 118 | 85 | 3 | 93 | 94
Cc1ccc(C)c(-n2c(SCC(=O)Nc3nonc3C)nnc2-c2ccoc2C)c1 | 99 | -2 | -2 | 102 | 105 | 3 | 100 | 105
C=CCNC(=O)CSc1nnc(-c2cccs2)o1 | 104 | 11 | 8 | 95 | 102 | 0 | 120 | 106
COc1cc2c(cc1OC)/C(=C/C(=O)c1ccc(C)cc1)NCC2 | 107 | 0 | -2 | 118 | 99 | 2 | 118 | 95
CCSc1ccccc1C(=O)Nc1ccc2c(c1)OCO2 | 110 | -2 | -2 | 102 | 95 | 1 | 105 | 102
COc1ccc(CC(=O)NCc2nnc(SCc3ccc([N+](=O)[O-])cc3)n2C)cc1 | 94 | 0 | 6 | 94 | 85 | 0 | 93 | 97
C/C(=N\NC(=O)c1ccc(O)cc1)c1cccc(NC(=O)c2ccc(Cl)cc2)c1 | 101 | -7 | 33 | 101 | 98 | 2 | 109 | 100
COC(=O)c1ccc(C(C2C(=O)CC(C)(C)CC2=O)C2C(=O)CC(C)(C)CC2=O)cc1 | 102 | 17 | 4 | 116 | 113 | 0 | 100 | 101
CCNc1nc(NCC)n2c(SCC(=O)Nc3ccc(C)cc3Br)nnc2n1 | 98 | 3 | -15 | 90 | 98 | 3 | 100 | 105
CC1CC(C)CN(C(=O)CN(C)S(=O)(=O)c2ccc3c(c2)c(=O)n(C)c(=O)n3C)C1 (stereo unspecified) | 100 | -2 | -2 | 97 | 101 | 0 | 110 | 115
CC1=NN(c2ccc(C)cc2C)C(=O)C1C(c1ccccc1O)C1C(=O)N(c2ccc(C)cc2C)N=C1C (stereo unspecified) | 97 | 5 | 6 | 91 | 104 | 4 | 98 | 94
O=C(Nc1nc2c(s1)CCCC2)C1COc2ccccc2O1 (stereo unspecified) | 99 | -1 | -22 | 100 | 102 | 6 | 104 | 99
COc1cc(NC(=O)COC(=O)/C=C/c2ccc(O)c(OC)c2)cc(OC)c1 | 97 | 5 | -6 | 99 | 92 | 2 | 108 | 113
OCCN1CCN(CC#CCn2c3ccccc3c3ccccc32)CC1 | 93 | 10 | 0 | 93 | 94 | 0 | 93 | 99
CN(Cc1ccccc1)CC(O)COc1ccc(CNCc2cccnc2)cc1 (stereo unspecified) | 94 | -3 | 0 | 109 | 105 | 0 | 97 | 95
COc1ccc(-n2ncc(S(=O)(=O)c3ccccc3)c2-c2ccc(Cl)cc2)cc1 | 92 | -4 | 1 | 96 | 62 | 1 | 100 | 91
COc1ccc(/C=C(\NC(=O)c2cccs2)C(=O)NC(C)(C)C)cc1OC | 112 | -1 | -1 | 94 | 105 | 0 | 103 | 113
COc1ccc(CN2CCCCC2C(=O)Nc2ccc(OC)c(OCC(C)C)c2)cc1OC (stereo unspecified) | 95 | 17 | 5 | 97 | 95 | 3 | 97 | 95
O=C(OCCN1CCOCC1)c1ccccc1Cl | 95 | 6 | 5 | 109 | 103 | 2 | 100 | 94
NC(=O)c1ccccc1NC(=O)/C=C/c1cccc(Cl)c1 | 96 | -10 | -5 | 98 | 90 | 7 | 97 | 103
COc1ccc(/C=C/c2nc(C)c(-c3ccccc3)c(=O)[nH]2)cc1OC | 112 | -1 | -5 | 106 | 111 | 2 | 104 | 101
N#CC1(NC(=O)CN2CCc3ccccc3C2)CCCC1 | 105 | 3 | -10 | 99 | 103 | 0 | 109 | 112
Cn1c(=O)[nH]c(=O)c2c1nc(N1CCCCC1)n2C/C=N/NC(=O)c1cc(Br)ccc1O | 99 | 3 | 21 | 99 | 113 | 3 | 94 | 116
CCn1c(SCC(=O)c2ccccc2)nnc1-c1cccs1 | 95 | 6 | -5 | 97 | 96 | 0 | 103 | 88
COC(=O)c1sccc1NC(=O)c1ccc(OC)c([N+](=O)[O-])c1 | 105 | -12 | -17 | 105 | 100 | 0 | 102 | 110
O=C1/C(=C/c2cccs2)SC(=S)N1CCCC(=O)N(CCO)c1ccccc1 | 109 | 0 | 12 | 93 | 100 | 0 | 100 | 97
O=C(CSc1nnc(C23CC4CC(CC(C4)C2)C3)o1)Nc1ccc(N2CCOCC2)c(Cl)c1 | 97 | 3 | 2 | 100 | 96 | 0 | 104 | 93
CCCc1c(C)nc(N2CCN(c3ccc(F)cc3)CC2)[nH]c1=O | 106 | 0 | 1 | 95 | 105 | 0 | 111 | 107
COc1ccc(C(=O)OCCN2CCOCC2)cc1OC | 99 | -6 | 0 | 100 | 101 | 1 | 103 | 103
COc1ccc(Nc2ncc(C(=O)O)c3ccccc23)cc1 | 95 | -6 | 15 | 102 | 98 | 0 | 95 | 92
Cc1cccc(NC(=O)CN2CCN(C(=O)c3oc4c(Cl)cccc4c3C)CC2)c1C | 92 | 4 | 5 | 99 | 93 | 7 | 99 | 88
O=C(Nc1cc(C(F)(F)F)ccc1N1CCOCC1)c1ccc[n+]([O-])c1 | nt | -32 | -3 | 83 | 85 | 0 | 108 | 96
Cn1cc(CN2CCCCC2c2ccccn2)c(-c2ccc3c(c2)OCCO3)n1 (stereo unspecified) | 104 | 9 | -1 | 96 | 106 | 2 | 105 | 102
CCN(CC(=O)NCc1ccc(F)cc1)C(=O)/C=C/c1ccc(OC)c(S(=O)(=O)NC(C)C)c1 | 104 | -8 | 19 | 98 | 104 | 1 | 104 | 104
O=C(Cn1ccc2ccccc2c1=O)NCC(=O)N1CCCCC1 | 94 | 2 | 1 | 80 | 85 | 0 | 102 | 94
COc1ccccc1NC(=O)C1CCN(C(=O)C2CC(=O)N(c3ccc(C)cc3)C2)CC1 (stereo unspecified) | 100 | -2 | 5 | 91 | 99 | 1 | 110 | 102
CCN(CC(=O)NCC(=O)Nc1ccc(Br)cc1C)Cc1ccccc1 | 99 | -6 | -1 | 106 | 109 | 2 | 99 | 101
S=c1[nH]nc(-c2ccco2)n1/N=C/c1cccc(Cl)c1Cl | 100 | -8 | 8 | 99 | 86 | 0 | 102 | 86
COc1ccc2[nH]c(=O)c(CN(Cc3cccs3)S(=O)(=O)c3c(C)ccc4nsnc34)cc2c1 | 103 | -15 | -8 | 109 | 107 | 0 | 104 | 92
CCN(CC)CC#Cc1ccc(C)cc1 | 105 | 7 | -8 | 105 | 103 | 3 | 112 | 102
COc1ccc(NC(=O)C2CCN(S(=O)(=O)c3cccc4nonc34)CC2)cc1 | 101 | -7 | -19 | 104 | 103 | 0 | 115 | 104

Retrieved by structure from the list above (five):
SMILES | RPL19A TOR yeast | JMJD2C inh | VLA-4 inh | LAP4-GFP MLPCN | AGP1-GFP MLPCN | GRK2 aptamer HTS | MEP2-GFP yeast | CIT2-GFP yeast
CCN(CC(=O)NCC(=O)Nc1ccc(Br)cc1C)Cc1ccccc1 | 99 | -6 | -1 | 106 | 109 | 2 | 99 | 101
CCN(CC)CC#Cc1ccc(C)cc1 | 105 | 7 | -8 | 105 | 103 | 3 | 112 | 102
S=c1[nH]nc(-c2ccco2)n1/N=C/c1cccc(Cl)c1Cl | 100 | -8 | 8 | 99 | 86 | 0 | 102 | 86
CCN(CC(=O)NCc1ccc(F)cc1)C(=O)/C=C/c1ccc(OC)c(S(=O)(=O)NC(C)C)c1 | 104 | -8 | 19 | 98 | 104 | 1 | 104 | 104
O=C(Cn1ccc2ccccc2c1=O)NCC(=O)N1CCCCC1 | 94 | 2 | 1 | 80 | 85 | 0 | 102 | 94

In the list so far, 4 contain a CF3 group:
SMILES | RPL19A TOR yeast | JMJD2C inh | VLA-4 inh | LAP4-GFP MLPCN | AGP1-GFP MLPCN | GRK2 aptamer HTS | MEP2-GFP yeast | CIT2-GFP yeast
C[C@H](NC(=O)c1ccco1)C(=O)Nc1cc(S(=O)(=O)N2CCCC2)ccc1OCC(F)(F)F | 85 | 9 | -3 | 81 | 84 | 0 | 83 | 81
CCOC(=O)c1sc(=S)n(-c2cccc(C(F)(F)F)c2)c1SC | 100 | 19 | 5 | 91 | 100 | 4 | 105 | 99
COc1cccc(C(=O)Nc2ccc(C(F)(F)F)n(C)c2=O)c1 | 104 | -3 | 11 | 95 | 97 | 1 | 96 | 96
O=C(Nc1cc(C(F)(F)F)ccc1N1CCOCC1)c1ccc[n+]([O-])c1 | nt | -32 | -3 | 83 | 85 | 0 | 108 | 96

Screens: PubChem, several laboratories

Compounds as they come; 1.7% or so of the library scored in one or more.
